# Bioassay records as filed in PubChem BioAssay.
# FXIa inh mix: blocks human factor XIa in pooled compound mixtures. purified FXIa, fluorogenic substrate. inhibition, % at 5 µM. hit rate 0.19% among 62,000;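 further: each value is inhibition by a whole ten-compound pool holding the compound; 0% = enzyme with no mixture and 100% = wells lacking enzyme; strong numbers were not always called active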
# CatS inh: blocks human cathepsin S protease activity. P25774. recombinant cathepsin S, AMC dipeptide fluorescence, pooled mixtures. inhibition, %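 (tested at 5 µM per compound within 10-compound mixtures)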. hit rate 0.06% among 62,000. AID 501; in the data active means inhibition above about 32%, passing the limit was not always enough;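 further: 0% = enzyme without compound and 100% = blank without enzyme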
# Target sequence (P25774 115-331 limits assumed): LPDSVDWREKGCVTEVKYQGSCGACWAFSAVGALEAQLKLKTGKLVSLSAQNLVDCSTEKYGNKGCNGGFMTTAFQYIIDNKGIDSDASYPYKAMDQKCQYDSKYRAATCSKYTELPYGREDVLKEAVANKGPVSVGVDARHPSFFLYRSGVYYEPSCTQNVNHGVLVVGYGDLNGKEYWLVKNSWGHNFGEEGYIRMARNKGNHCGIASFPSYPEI
# Cathepsin G inh: inhibitors of human cathepsin G; P08311; purified enzyme, AMC-tetrapeptide fluorescence, pooled mixtures; inhibition, % at 5 µM (by protocol); hit rate 0.2% among 62,000; AID 581;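 active means inhibition above 20% in each of the two mixture wells holding the compound; inactive means inhibition of 20% or less in either well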;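 further: 0% = enzyme control without mixture and 100% = blank lacking enzyme; strong numbers were not always called active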
# Target sequence (P08311 21-244 limits assumed): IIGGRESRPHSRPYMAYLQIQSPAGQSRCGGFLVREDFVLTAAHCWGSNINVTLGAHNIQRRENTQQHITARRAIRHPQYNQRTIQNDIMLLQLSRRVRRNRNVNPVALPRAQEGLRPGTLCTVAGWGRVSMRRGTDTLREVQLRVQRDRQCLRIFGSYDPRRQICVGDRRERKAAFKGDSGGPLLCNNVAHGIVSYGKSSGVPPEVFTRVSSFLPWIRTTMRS
# FXIIa mix inh: inhibitors of human coagulation factor XIIa, pooled mixtures; P00748; purified FXIIa, fluorogenic substrate; inhibition, % at 5 µM; hit rate 0.2% among 62,000;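 further: 0% = enzyme without compound and 100% = no enzyme blank; some results filed as inactive read as strong as hits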
# C1s block: blocks human complement C1s protease activity; P09871; purified C1s, fluorogenic AMC substrate, pooled mixtures; mean inhibition % of two 10-compound mixtures (hits give high values), % at 5 µM (by protocol); hit rate 0.16% among 62,000; AID 538;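 active means inhibition above 20% in each of the two 10-compound mixture wells holding the compound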;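 further: 0% = enzyme wells lacking compound mixture and 100% = no-enzyme blank wells; some compounds called inactive have numbers as strong as hits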
# CatB mixtures: inhibitors of human cathepsin B in compound mixtures | hit rate 0.06% among 62,000 | inhibition, %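 (ten-compound pools at 5 µM per compound and 50 µM total)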 | P07858 | Purified cathepsin B, AMC dipeptide fluorescence; in the data active means inhibition above about 22%, passing the limit was not always enough;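 further: 0% = enzyme without compound and 100% = no enzyme blank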
# AP ELISA ortho: orthogonal test for alternative complement pathway inhibitors; Human serum alternative complement pathway, LPS-coated ELISA, C3 deposition; tested in compound mixtures; inhibition, % at 5 µM; hit rate 0.08% among 62,000; AID 1235;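 active means inhibition above 30% in each of the two pooled mixtures holding the compound, so the lower value exceeds 30%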;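 further: 0% = serum in Mg-EGTA without compound and 100% = EDTA serum blank; some compounds past the cut are filed as inactive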
#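 Test system: human serum complement alternative pathway, C3 deposition onto LPS / Medium: Mg2+-EGTA GVB++ buffer containing human serum at 1:15 dilution / Probe or stimulus: Plate-bound LPS / Times: 1 h at 37 °C / Signal: ELISA with HRP anti-human C3 antibody, TMB substrate, absorbance 450 nm / Measure: percent inhibition / Repeats: two pool placements per compound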
# CatL block: blocks human cathepsin L protease activity | hit rate 0.17% among 58,000 | purified cathepsin L, fluorogenic substrate, fluorescence | P07711 | inhibition, %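 (tested at 10 µM)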; in the data active means inhibition above about 45%;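 further: 0% = enzyme with no compound and 100% = no enzyme blank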
# Target sequence (P07711 114-288 limits assumed): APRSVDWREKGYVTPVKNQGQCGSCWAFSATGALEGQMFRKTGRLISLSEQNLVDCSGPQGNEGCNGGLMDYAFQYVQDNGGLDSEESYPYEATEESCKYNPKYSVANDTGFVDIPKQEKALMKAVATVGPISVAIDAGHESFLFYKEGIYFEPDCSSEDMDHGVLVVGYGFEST
# Target sequence (P07711 292-333 limits assumed): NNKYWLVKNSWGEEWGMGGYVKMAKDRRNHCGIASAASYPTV
# CatB inh: blocks human cathepsin B protease activity. AID 453. hit rate 0.1% among 63,000. inhibition, %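 (tested at 10 µM)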. purified cathepsin B, fluorogenic substrate, fluorescence. P07858; in the data active means inhibition above about 21%;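 further: 0% = enzyme with no compound and 100% = no enzyme blank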
# * = called active by the depositor; · = no result given. Unless noted, no stated cut-off is given here; in the data, active means inhibition above about 20% (passing the limit was not always enough); inactive means the rest.
# Preview:
smiles	FXIa inh mix	CatS inh	Cathepsin G inh	FXIIa mix inh	C1s block	CatB mixtures	AP ELISA ortho	CatL block	CatB inh
COc1cc2c(cc1OC)C(C(=O)N1CCC3(CC1)OCCO3)C(c1ccccc1F)N(C)C2=O (centres undefined)	8	15	-1	0	-17	0	2	0	1
Cc1ccc(N2C(=O)NC(=O)C3(Cc4ccccc4N4CCCC43)C2=O)cc1 (centres undefined)	4	-8	12	-1	12	6	2	20	3

# The listing, from the start:
smiles	FXIa inh mix	CatS inh	Cathepsin G inh	FXIIa mix inh	C1s block	CatB mixtures	AP ELISA ortho	CatL block	CatB inh
COc1cc2c(cc1OC)C(C(=O)N1CCC3(CC1)OCCO3)C(c1ccccc1F)N(C)C2=O (centres undefined)	8	15	-1	0	-17	0	2	0	1
Cc1ccc(N2C(=O)NC(=O)C3(Cc4ccccc4N4CCCC43)C2=O)cc1 (centres undefined)	4	-8	12	-1	12	6	2	20	3
FC(F)(F)c1ccc2c(c1)nnn2C1CCN(Cc2nnnn2Cc2ccccc2)CC1	-2	1	-10	-15	-84	-2	0	-2	0
O=c1cccc2n1CC1CC2CN(C(c2ccccc2)c2sc3ncnn3c2O)C1 (centres undefined)	6	0	7	-10	16	4	14	2	3
O=c1[nH]c(=O)n(CCc2ccc(F)cc2)c(O)c1C=NCCCn1ccnc1	-6	-8	7	-1	-20	-10	9	1	1
Cn1c(O)c(C=NCCc2c[nH]c3ccccc23)c(=O)n(C)c1=O	3	-1	-6	2	0	-1	-11	0	2
CCC(=NCCCN1CCOCC1)c1c(O)n(Cc2ccccc2)c(=O)[nH]c1=O	-2	9	4	3	-5	-1	-13	2	5
C=CCOc1ccc(CC2C(=O)N(C)C(=O)N(C)C2=O)cc1	7	-5	-1	3	0	-1	0	0	0
CC(=NCc1ccc2c(c1)OCO2)c1c(O)[nH]c(=O)[nH]c1=O	6	15	-3	3	-14	5	4	6	7
COc1cccc(CN2CCCCC2c2cccnc2)c1 (centres undefined)	6	-2	-1	0	2	0	8	9	2
Cc1cccc(C)c1NC1=NCCCCS1	8	5	11	-18	14	3	18	-5	2
O=c1[nH]c(=O)n(-c2ccc(F)cc2)c(O)c1C=Nc1ccccc1N1CCCC1	2	8	10	3	1	-8	-2	-4	2
COc1ccccc1N(CC(=O)NC1CCCCC1)C(=O)c1cnn(C(C)C)c1	4	13	0	6	-19	6	-18	3	9
CP(C)(=O)CCC(=O)O	3	8	19	1	12	-2	-7	11	1
Cc1ccc(Cl)cc1N1CCN(CCN)CC1	6	-7	8	2	13	0	15	-3	4
CC(C)=CCC12CN3CCN(CC(C3)C1=O)C2	1	5	8	6	-19	4	21	-4	2
CCC1=C(C)C(N2CCOCC2)=NP(N2CCOCC2)(N2CCOCC2)=N1	-4	10	11	7	-16	3	8	15	5
CCCCn1c(O)c(C(CC)=NCCCN(C)C)c(=O)[nH]c1=O	-3	12	9	-13	-36	1	-7	6	6
Cc1ccc(C)c(NC(=O)CSc2nnc([C@@H](N)Cc3c[nH]c4ccccc34)o2)c1	3	-10	3	2	1	-5	1	·	5
NCCc1ccc(O)cc1	-2	7	12	1	-3	-9	-4	1	2
c1ccc2c(CCNCc3ccc4c(c3)OCO4)c[nH]c2c1	6	-1	5	-6	-26	1	11	9	0
C/C(CCc1c[nH]c2ccccc12)=N\O	2	-11	6	-1	-8	0	10	-15	4
COc1cccc(Oc2c(C)oc3cc(OC(=O)N(C)C)ccc3c2=O)c1	3	-6	7	-17	5	1	6	-1	2
Cc1ccc(-n2c(O)c(C=NC3CCCC3)c(=O)[nH]c2=O)c(C)c1	2	1	10	-2	6	13	25	-1	1
CCC(=O)c1c(O)n(C2CCCCCC2)c(=O)[nH]c1=O	5	-6	6	-1	13	2	19	-12	-1
CN1C2CCC1CC(OC(=O)CCN1CCCC1)C2 (centres undefined)	9	15	11	7	16	7	4	11	1
Cc1ccc(OCC(=O)N2CCN(C)CC2)c(Br)c1	0	-7	6	6	0	1	7	·	-3
CN1C(=O)N(C)C(=O)C2(Cc3cc(N)ccc3N3CCN(c4ccccc4F)CC32)C1=O (centres undefined)	6	22	-11	3	-8	9	-42	31	9
Cc1occc1C(=O)N1CCC2(CC1)OCCO2	8	-2	13	15	2	-1	9	-5	1
CC(C)[C@@]1(NC(=O)[C@@H]2C[C@@H]3c4cccc5[nH]cc(c45)C[C@H]3N(C)C2)O[C@@]2(O)[C@@H]3CCCN3C(=O)[C@H](Cc3ccccc3)N2C1=O	4	3	1	-3	3	4	3	-10	-4

# Part of the list above in order of number of heavy atoms, low to high:
smiles	FXIa inh mix	CatS inh	Cathepsin G inh	FXIIa mix inh	C1s block	CatB mixtures	AP ELISA ortho	CatL block	CatB inh
CP(C)(=O)CCC(=O)O	3	8	19	1	12	-2	-7	11	1
NCCc1ccc(O)cc1	-2	7	12	1	-3	-9	-4	1	2
C/C(CCc1c[nH]c2ccccc12)=N\O	2	-11	6	-1	-8	0	10	-15	4
Cc1ccc(Cl)cc1N1CCN(CCN)CC1	6	-7	8	2	13	0	15	-3	4
CN1C2CCC1CC(OC(=O)CCN1CCCC1)C2 (centres undefined)	9	15	11	7	16	7	4	11	1
C=CCOc1ccc(CC2C(=O)N(C)C(=O)N(C)C2=O)cc1	7	-5	-1	3	0	-1	0	0	0
CCCCn1c(O)c(C(CC)=NCCCN(C)C)c(=O)[nH]c1=O	-3	12	9	-13	-36	1	-7	6	6
Cn1c(O)c(C=NCCc2c[nH]c3ccccc23)c(=O)n(C)c1=O	3	-1	-6	2	0	-1	-11	0	2
CCC1=C(C)C(N2CCOCC2)=NP(N2CCOCC2)(N2CCOCC2)=N1	-4	10	11	7	-16	3	8	15	5
O=c1[nH]c(=O)n(CCc2ccc(F)cc2)c(O)c1C=NCCCn1ccnc1	-6	-8	7	-1	-20	-10	9	1	1
CCC(=NCCCN1CCOCC1)c1c(O)n(Cc2ccccc2)c(=O)[nH]c1=O	-2	9	4	3	-5	-1	-13	2	5
Cc1ccc(C)c(NC(=O)CSc2nnc([C@@H](N)Cc3c[nH]c4ccccc34)o2)c1	3	-10	3	2	1	-5	1	·	5
COc1cc2c(cc1OC)C(C(=O)N1CCC3(CC1)OCCO3)C(c1ccccc1F)N(C)C2=O (centres undefined)	8	15	-1	0	-17	0	2	0	1
CC(C)[C@@]1(NC(=O)[C@@H]2C[C@@H]3c4cccc5[nH]cc(c45)C[C@H]3N(C)C2)O[C@@]2(O)[C@@H]3CCCN3C(=O)[C@H](Cc3ccccc3)N2C1=O	4	3	1	-3	3	4	3	-10	-4

# New compounds follow
smiles	FXIa inh mix	CatS inh	Cathepsin G inh	FXIIa mix inh	C1s block	CatB mixtures	AP ELISA ortho	CatL block	CatB inh
CC1(C)C(c2ccccc2)=NC(c2cccnc2)N1O (centres undefined)	9	18	8	5	62*	7	14	28	3
CC1(C)CC(=O)C=C(NCCN2CCN(C(=O)Cc3ccc(Cl)cc3)CC2)C1	5	-11	10	4	8	3	2	1	1
CCOC(=O)c1c(C)n(Cc2ccco2)c2ccc(O)cc12	6	-1	4	3	0	4	5	-8	-4
c1ccc(Cn2ccnc2)cc1	5	6	4	-1	-3	-5	16	-4	-1
Cc1ccnc(-n2c(C)nc3ccccc3c2=O)c1	4	14	10	16	16	5	2	4	4
CC(C)Sc1nnc([C@@H](N)Cc2c[nH]c3ccccc23)o1	9	-6	-4	-25	0	1	-2	-2	0
CC(=NCCN1CCCCC1)c1c(O)n(Cc2ccccc2)c(=O)[nH]c1=O	3	7	-2	7	4	0	2	8	-1
O=C(c1sc2ccccc2c1Cl)N1CCC2(CC1)OCCO2	4	3	-13	0	-8	3	3	6	2
CCOC(=O)c1c(-c2ccc(OC)cc2)oc2ccc(OC(=O)N(C)C)cc12	-11	-2	-2	10	-42	-5	1	-7	0
CN(C)c1ccc(N=Cc2c(O)n(CCC3=CCCCC3)c(=O)[nH]c2=O)cc1	0	6	10	2	14	3	4	-4	2
O=C(COc1ccc(Cl)cc1)NC1CN2CCC1CC2 (centres undefined)	6	-10	6	-12	14	4	23	-13	1
Cc1ccc2c(c1)C1CN(C)CCC1N2S(=O)(=O)c1ccccc1 (centres undefined)	0	-5	-4	15	0	-1	-10	13	-3

# Only part of the results is shown, so the mix of outcomes need not match the whole.
